Fam108B counter = Fam108B inhibition, counter-screen for RBBP9 inhibitors; inhibition, % at 9.51 µM; recombinant Fam108B, FP-Rh probe fluorescence polarization; 300,000 compounds, 0.33% hits;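 active means inhibition above the screen mean inhibition plus 3 SD, computed separately per campaign, cut at about 18% in these data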;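 further: inhibitors lower polarization as less probe binds the enzyme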
PME-1 primary = PME-1 (human) inhibition; Q9Y570; inhibition, % at 5.9 µM; 320,000 compounds, 0.53% hits; recombinant PME-1, FP-Rh probe fluorescence polarization; AID 2130;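 active means inhibition above the campaign mean of all compounds plus 3 SD, cut at about 26% in these data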;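 further: competitive labeling of PME-1 active site by serine hydrolase directed probe; 0% = PME-1 with DMSO and 100% = wells lacking PME-1 enzyme; inhibitors block probe labeling so polarization falls and inhibition rises; many of its hits are not listed in these tables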
Target sequence (Q9Y570 whole entry, looked up): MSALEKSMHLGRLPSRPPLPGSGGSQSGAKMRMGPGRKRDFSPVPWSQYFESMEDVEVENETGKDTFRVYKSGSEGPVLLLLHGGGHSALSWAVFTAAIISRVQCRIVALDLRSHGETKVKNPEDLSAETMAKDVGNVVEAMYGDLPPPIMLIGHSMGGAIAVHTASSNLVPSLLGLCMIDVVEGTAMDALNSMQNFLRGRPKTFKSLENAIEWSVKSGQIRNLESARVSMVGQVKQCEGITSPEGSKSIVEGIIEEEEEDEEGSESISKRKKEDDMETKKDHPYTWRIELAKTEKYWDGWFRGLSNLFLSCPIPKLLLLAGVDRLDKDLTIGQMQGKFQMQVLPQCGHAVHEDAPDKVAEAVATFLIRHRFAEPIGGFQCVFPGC
MEX-5 binding = C. elegans MEX-5 TCR-2 RNA binding activity. activity score (negative = inhibition of binding), % at 10 µM. 300,000 compounds, 0.38% hits. Q9XUB2. AID 1832. MEX-5/FITC-TCR2 RNA binding, fluorescence polarization; hits give low values;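 active means inhibition past about -25% in most replicates, and total fluorescence under double the plate's negative control median, limit read from the data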;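 further: 0% = DMSO and -100% = 5 µM competing unlabeled TCR2 RNA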
MCL1 BIM primary = inhibitors of human MCL1 binding to BIM-BH3 peptide; GST-MCL1 / FITC-Bim-BH3 fluorescence polarization; Q07820; 320,000 compounds, 0.68% hits; inhibition, % at 10.9 µM;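 active means inhibition above the mean inhibition of all tested compounds plus 3 SD, set per campaign, cut at about 40% in these data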;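 further: 0% = DMSO wells and 100% = unlabeled Bim-BH3 peptide control; higher means more loss of mP so more displacement of Bim peptide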
Target sequence (Q07820 whole entry, looked up): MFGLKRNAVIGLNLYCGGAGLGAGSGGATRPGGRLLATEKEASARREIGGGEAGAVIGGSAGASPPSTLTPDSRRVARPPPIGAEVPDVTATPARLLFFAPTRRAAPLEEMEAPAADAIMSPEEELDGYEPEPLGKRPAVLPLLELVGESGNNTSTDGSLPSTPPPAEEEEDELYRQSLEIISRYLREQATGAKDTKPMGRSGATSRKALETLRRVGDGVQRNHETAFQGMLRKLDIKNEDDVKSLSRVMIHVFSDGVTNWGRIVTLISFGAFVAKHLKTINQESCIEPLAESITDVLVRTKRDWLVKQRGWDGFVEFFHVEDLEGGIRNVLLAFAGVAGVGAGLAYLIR
VLA-4 inh = inhibition in a human VLA-4 binding assay. AID 2557. P13612. VLA-4 expressing cells, ligand binding flow cytometry. inhibition, % (about 7 µM as worked out from the volumes in the protocol). 330,000 compounds, 0.2% hits; in the data active means inhibition above about 50%
GRK2 aptamer HTS = human GRK2 inhibition via aptamer displacement. P25098. bead flow cytometry, FAM-aptamer displacement from GRK2. inhibition of aptamer binding, % at 10 µM. 330,000 compounds, 0.59% hits;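 active means inhibition of aptamer binding above 40%, roughly 3 SD of noise, on plates passing a quality check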;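 further: median bead fluorescence of bound FAM aptamer so fluorescent compounds give negative values; no value below 0 was filed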
BCLXL inh = blocks human Bcl-xL binding to Bim BH3 peptide | Q07817 | GST-Bcl-xL / FITC-Bim BH3 peptide fluorescence polarization | inhibition, % at 10.9 µM | 320,000 compounds, 0.7% hits;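 active means inhibition above the mean of all tested compounds plus 3 SD, cutoff set per campaign, cut at about 30% in these data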;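 further: 0% = DMSO wells and 100% = unlabeled Bim-BH3 peptide competitor; inhibitors lower millipolarization by displacing the labeled peptide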
Target sequence (Q07817 whole entry, looked up): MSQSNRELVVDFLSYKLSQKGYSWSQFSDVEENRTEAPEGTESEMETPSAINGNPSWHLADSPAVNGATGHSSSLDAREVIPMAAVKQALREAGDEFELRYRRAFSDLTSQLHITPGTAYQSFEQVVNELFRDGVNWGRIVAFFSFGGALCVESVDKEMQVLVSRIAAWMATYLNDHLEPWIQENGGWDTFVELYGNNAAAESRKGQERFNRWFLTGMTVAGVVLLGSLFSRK
GLD-1 TGE inh = GLD-1-TGE RNA interaction inhibition (C. elegans); Q17339; purified GLD-1 + fluorescein TGE RNA, fluorescence polarization; inhibition, % at 5.96 µM; 320,000 compounds, 0.44% hits; AID 2280;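 active means percent inhibition above a per-plate cutoff, the plate mean of test compounds plus 3 SD, cut at about 30% in these data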;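 further: 0% = DMSO wells with GLD-1 and probe and 100% = wells lacking GLD-1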
Efflux pump mplx = inhibitors of Candida antifungal efflux pumps expressed in yeast; S. cerevisiae Candida pump triplex, Nile Red efflux; inhibition, % at 10 µM; 330,000 compounds, 0.44% hits; AID 485275;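 active means plate passing quality check with inhibition over a set limit, or well fluorescence over plate mean plus 4 SD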;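 further: Nile Red retained in pooled yeast measured as flow cytometry median fluorescence; 0% = buffer negative control and 100% = Enniatin B positive control; higher means more Nile Red kept so more efflux inhibition; some compounds called inactive have numbers as strong as hits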
An asterisk follows results filed as active; x = not tested or not shown.

SMILES	Fam108B counter	PME-1 primary	MEX-5 binding	MCL1 BIM primary	VLA-4 inh	GRK2 aptamer HTS	BCLXL inh	GLD-1 TGE inh	Efflux pump mplx
CCCN(CC(=O)Nc1ccc(C(N)=O)cc1)CC(=O)Nc1ccc(F)c(F)c1F	-7	-6	0.4	-14	-7	3	-2	3	-0.3
Cc1cc(C(=O)OCC(=O)c2ccc(Br)s2)no1	3	4	-0.2	-7	18	2	2	5	0.5
O=C(C1CCN(S(=O)(=O)c2cccs2)CC1)N(c1ccccn1)C1CCCCC1	1	3	1.0	4	2	1	-7	-3	-0.1
CCOc1ccc(C(=O)NCc2ccncc2)cc1OCC	-4	-1	-0.7	-2	-6	2	4	-6	0.0
CS(=O)(=O)N(CC(=O)NCCC1=CCCCC1)C1CCCCC1	-3	3	2.9	5	-54	0	4	5	0.1
Clc1nnc(NN=C2CCCC2)c2ccccc12	3	9	1.2	2	-5	1	-1	-27	0.0
CN(c1ccccc1)S(=O)(=O)c1cccc(C(=O)NNC(=O)c2ccncc2)c1	5	-4	-0.2	4	28	7	3	2	-0.2
O=C(O)c1ccc2nc(-c3ccccc3)c(-c3ccccc3)nc2c1	0	-1	0.0	8	0	1	5	2	0.3
COc1ccc(NC(=O)CN(C)C(=O)c2cc(CN3C(=O)c4ccccc4C3=O)ccc2OC)cc1	-3	7	0.7	-9	3	0	-4	3	-0.1
CC(C)c1ccc(NC(=O)C(c2ccccc2)N(C)C(=O)c2cnccn2)cc1 (stereo not given)	-3	0	3.0	-4	4	0	4	-4	-0.2
O=C(c1c(F)cccc1F)N1CCCc2ccccc21	-3	-2	0.2	5	10	2	3	-3	0.1
Cc1ccccc1NC(=O)CSCc1cc(=O)n2ccsc2n1	-4	0	1.9	4	8	0	2	9	-0.1
O=C(O)C1C(c2ccccc2)C(C(=O)OCc2ccco2)C1c1ccccc1 (stereo not given)	3	3	0.4	4	13	0	10	-1	0.1
Cc1ccc(/C=C/C(=O)N2CCCC(C)C2)cc1 (stereo not given)	0	-1	1.9	-8	-5	1	-2	1	0.0
CCOC(=O)Cc1cc(=O)c2cc(C)ccc2[nH]1	8	7	2.1	3	0	0	4	2	0.0
Cc1ccc(OCc2ccc(C(=O)O)o2)c([N+](=O)[O-])c1	4	1	0.1	1	15	0	4	4	-0.4
CCCC(=O)OCCNc1cc(Sc2nc3ccccc3[nH]2)c2nonc2c1[N+](=O)[O-]	1	8	-4.6	14	-8	1	11	3	-0.3
O=C(O)CCn1cnc2ccccc2c1=O	-4	-3	1.9	1	3	2	2	-2	0.1
CC1(C(=O)NC2CCCC2)CCC(=O)N1Cc1ccccc1 (stereo not given)	0	-4	2.7	5	11	0	2	3	0.0
C=CCS(=O)(=O)c1cccc2cccnc12	5	0	-0.4	-2	15	0	4	-2	-0.3
CC(C)NC(=O)NC(=O)CSc1ccccc1F	2	-7	-0.7	-10	23	0	3	4	-0.2
Cc1ccc(-c2csc3nnc(SCC(=O)N4CCN(Cc5ccccc5)CC4)n23)cc1	4	7	1.0	2	13	1	-2	-2	1.0
Cc1ccc(C(=O)Nc2cccc(C(F)(F)F)c2)cc1Nc1ccccn1	0	-7	-0.8	12	-6	3	8	14	0.0
O=C(Nc1ccc(NC(=O)c2cccs2)c(Cl)c1)c1ccco1	-1	2	0.2	3	5	0	4	3	-0.1
COc1ccc(C(=O)NC(=S)Nc2cccnc2)cc1OC	0	-6	-2.2	-1	14	0	7	8	-0.1
CCN(CC)S(=O)(=O)c1ccc2oc(C(=O)NC3CCCc4ccccc43)c(C)c2c1 (stereo not given)	-4	-1	2.2	-3	-5	0	-1	-1	0.1
CCN(C[C@H]1N[C@@](CC)(C(=O)OC)[C@H]2C(=O)N(C)C(=O)[C@@H]12)C(=O)Nc1ccc(C)cc1	x	x	x	x	-14	1	x	-2	-0.1
O=C(Nc1ccc(N2CCN(Cc3ccccc3)CC2)cc1)c1ncn[nH]1	4	-2	1.7	-4	5	3	13	0	0.0
COc1ccccc1N(CC(O)CN1CCCCC1)S(=O)(=O)c1ccc(C)cc1 (stereo not given)	1	2	3.9	7	-20	2	2	1	-0.3
O=C(Nc1ccc(F)cc1)C1CCN(c2ncnc3c2nc2n3CCCCC2)CC1	2	-4	-3.6	2	-14	0	3	-2	0.1
Cc1cccc(C(=O)OCC(=O)NCCCc2ccccc2)c1	-4	1	0.7	-3	-2	0	8	10	-0.1
CCOC(=O)n1c(=O)n(Cc2ccccc2)c2ccccc21	-4	-1	0.9	-9	3	7	-10	-4	0.1
COc1ccccc1OCCCCNC(C)(C)C	0	7	0.9	7	13	0	4	5	0.2
CC/C(=C/c1sc2ccccc2[n+]1CC)SC	-4	4	-1.5	17	-34	0	10	-20	0.0
COc1cccc(/C=C2\SC(=S)N(NC(=O)c3ccncc3)C2=O)c1	1	3	-0.7	5	25	2	7	4	0.1
CCN1CCN(C(=O)CCS(=O)(=O)c2cc3c(cc2Cl)NC(=O)CO3)CC1	-2	3	-2.4	8	-29	0	3	0	-0.2
COc1ccc(N2CCC(CNC(=S)Nc3c(C)cc(C)cc3C)C2)cc1 (stereo not given)	5	6	-2.7	10	-4	0	11	-4	-0.1
CCCCCCOC(=O)c1ccc(N)cc1	4	8	1.6	5	-8	2	5	-1	0.0
COC(=O)CCC(=O)COc1ccccc1C#N	4	0	-2.2	8	1	0	2	1	-0.2
O=C(CCc1nc2ccccc2[nH]1)N1CCc2ccccc2C1	0	6	-0.7	4	15	2	1	-2	1.6
COc1cc2c(cc1NS(=O)(=O)N1CCCC1)oc1ccccc12	-5	2	0.8	-1	3	1	1	2	-0.7
CCOc1ccc(-c2cc(N)n(S(=O)(=O)c3ccc(OC)cc3)n2)cc1	0	2	2.9	-4	9	4	0	9	-0.2
CCOC(=O)c1ccc(NC(=S)N2CCCC(C(=O)OCC)C2)cc1 (stereo not given)	-3	-2	1.3	7	0	0	1	4	0.3
Cc1ccc(S(=O)(=O)NCCCCCC(=O)Nc2cccc(C)c2)cc1	1	3	1.7	6	10	12	4	5	0.1
Cc1cccc(CSc2ccc3nnc(-c4cccs4)n3n2)c1	-1	-2	0.1	0	-7	0	3	4	-0.1
Cc1cc(C(=O)CSc2nc3ccccc3[nH]2)c(C)n1C	-3	-6	-2.7	-3	4	1	-2	6	-0.1
CSc1ccccc1C(=O)Nc1cccc([N+](=O)[O-])c1	1	4	2.5	8	-1	2	9	-3	-0.1
CC(C)NC(=O)CN(Cc1ccccc1)S(=O)(=O)c1ccccc1	-5	3	-0.8	-4	-3	3	1	-5	-0.1
Cc1ccc(NC(=O)C2=C(C(=O)O)CCCC2)cc1Br	12	-4	3.5	12	-5	4	5	-7	-0.1
CC(C)(C)c1ccc(OCC(O)CS(=O)(=O)c2ccccn2)cc1 (stereo not given)	-1	-2	-1.6	5	8	0	1	4	0.3

Continued.
SMILES	Fam108B counter	PME-1 primary	MEX-5 binding	MCL1 BIM primary	VLA-4 inh	GRK2 aptamer HTS	BCLXL inh	GLD-1 TGE inh	Efflux pump mplx
COc1ccc(NC(=O)Nc2cc(F)ccc2C)cc1	3	3	0.7	0	-4	0	4	10	-0.2
COc1ccc(S(=O)(=O)Nc2ccc3c(c2)CCC3)cc1	-3	-7	1.5	0	0	4	0	-2	0.1
CC(C)(C)[C@H]1C=C(C(=O)Nc2ccccc2)O[C@@H](OCCCCO)C1	-1	-5	0.9	9	21	2	7	-2	0.1
O=C1C=C(NCc2ccco2)C2(CCCCC2)O1	0	3	-1.4	3	-10	1	6	-4	-0.2
Nn1c(-c2ccccc2)nc2ccccc2c1=O	4	-4	-0.5	4	-3	1	4	4	-0.1
O=C(Nc1ncn[nH]1)c1ccc(Cl)c(S(=O)(=O)Nc2ccc(Cl)cc2)c1	-1	-1	0.0	2	-7	0	0	1	0.1
O=C(C(NS(=O)(=O)c1cccs1)c1ccccc1)N1CCN(c2ccccc2F)CC1 (stereo not given)	-3	4	0.4	11	-7	0	4	-1	-0.1
Nc1ncc(Br)cc1S(=O)(=O)NC1CCCCC1	3	6	1.4	2	1	0	7	5	0.1
Cc1[nH]c(=O)[nH]c(=O)c1CSc1nnc(CCCCCNC(=O)OC(C)(C)C)o1	-2	-10	-2.4	-11	16	0	-5	9	-0.1
NC(=O)COc1ccc(C(=O)/C=C2/C(=O)Nc3ccccc32)cc1	-1	0	-3.6	3	8	11	4	-2	-0.1
CC(C)OCCCN(CC(O)c1ccccc1)CC(O)c1ccccc1 (stereo not given)	6	4	-0.4	7	-6	0	9	0	0.3
Cc1c(CC(=O)N[C@@H](C)C(=O)O)c(=O)oc2cc3c(cc12)CCC(C)(C)O3	-3	-6	0.9	2	2	1	6	6	0.0
Cn1c(N)c(C(=O)COC(=O)CNS(=O)(=O)c2cccc(Cl)c2)c(=O)n(C)c1=O	-1	14	-0.9	-5	14	0	-2	2	0.1
COc1ccc(-n2c(Cc3cc(=O)[nH]c(=O)[nH]3)nnc2SCC(=O)Nc2ccccc2)cc1	6	-3	-1.4	6	-28	1	2	10	0.2
Cc1cc(C(=O)N/N=C/c2ccc(-c3cccc(Cl)c3Cl)o2)n[nH]1	-10	-12	-38*	1	23	0	2	-4	-0.2
CCCn1nc(Oc2nc(NC(C)C)nc(N(C)C)n2)ccc1=O	1	1	0.6	8	2	6	5	3	-0.2
COc1ccc(CN2CCCCCC2)cc1	-3	-4	-1.6	9	12	0	10	8	0.0
Cc1cc2n(n1)C(c1ccc3c(c1)OCO3)Nc1c(C)cccc1-2 (stereo not given)	-3	4	0.4	4	8	1	2	5	0.0
Cc1cc(C(=O)COC(=O)C23CC4CC(CC(O)(C4)C2)C3)c(C)n1-c1c(C)n(C)n(-c2ccccc2)c1=O	1	9	-2.1	-6	-6	0	2	-3	-0.3
O=c1oc2ccccc2cc1-c1csc(NN=C2CCCC2)n1	3	4	-1.8	-2	-1	0	-2	6	-0.2
COCCCNC(=S)NNC(=O)c1cc(C2CC2)nc2ccccc12	x	x	-1.1	x	5	4	x	x	-0.1
Cc1cc(C)c(S(=O)(=O)N2CCN(C(=O)c3c(C)noc3C)CC2)c(C)c1	x	5	x	-11	-3	1	-6	2	0.2
COc1ccccc1C(=O)NCCC(=O)Nc1ccc(S(=O)(=O)N2CC(C)CC(C)C2)cc1 (stereo not given)	x	-2	x	4	6	0	-3	5	0.3
O=C(O)c1ccc(-c2nnc(-c3cccc(Br)c3)o2)cc1	x	x	2.5	x	21	1	x	x	0.3
CCCNC(=O)C1CCN(S(=O)(=O)c2cccc3nonc23)CC1	-3	-1	0.0	-2	-1	1	4	5	-0.1
Cc1cc(C)c2cc(CN(CCN3CCCC3)C(=O)Nc3ccc(F)cc3)c(=O)[nH]c2c1	-5	-18	-1.2	5	0	0	0	-13	0.0
CCc1nc(SCC(=O)O)c(C#N)c2c1CCCC2	3	0	-1.3	-1	1	0	0	0	0.0
COc1ccc2c(c1)CCc1c(C(=O)NCc3ccco3)noc1-2	-1	3	0.7	4	2	0	1	7	0.0
O=C(NCCc1c[nH]c2ccccc12)C(=O)NCC(c1ccco1)N1CCN(c2ccc(F)cc2)CC1 (stereo not given)	-2	0	1.2	1	13	0	2	0	-0.6

An excerpt; the hit share may differ from the screen's.
